Bioassay records from PubChem BioAssay.
12-LOX inh: inhibitors of human 12S-lipoxygenase ALOX12; 1.1% of 580,000 active; purified 12hLO, xylenol orange hydroperoxide absorbance; Potency, µM (top dose mostly 108 µM), for the others: top-dose activity change, negative = inhibition, most hits filed as inhibitors; further: on the % scale 0 is the no-effect control and ±100 the full control effect
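Hydroperoxide product was detected by ferrous iron/xylenol orange as the 573 to 405 nm absorbance ratio. Arachidonic acid at 40 uM (final) was turned over for 30 min at room temperature by 150 nM human 12hLO, pH 7.0 Hepes buffer, after 15 min compound preincubation.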
USP1 inh: blocks the human USP1/UAF1 deubiquitinase complex; 0.23% of 390,000 active; O94782; recombinant USP1/UAF1, Ub-Rhodamine cleavage fluorescence; Potency, µM (top dose mostly 57.1 µM), for the others: at the top dose activity change, negative = inhibition, most hits filed as inhibitors; AID 743255; further: on the % scale 0 is the no-effect control and ±100 the full control effect; nearly all actives have a fitted effect of over 60% in size; inactives centre near -12
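Step one: compound is pinned into 1nM USP1/UAF1 in HEPES pH 7.8 buffer with TCEP. Step two: 15 min room-temperature incubation. Step three: Ub-Rho (150nM final) starts cleavage, tracked by fluorescence over six one-minute reads.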
rTrxR1 inhibitor: blocks rat thioredoxin reductase 1. O89049. Potency, µM (titrated, usually from 114 µM), inactives show at the top dose activity change, negative = inhibition, actives largely listed as inhibitors. 1% of 390,000 active. recombinant rTrxR1, NADPH fluorescence consumption, selenite substrate; further: on the % scale 0 is the no-effect control and ±100 the full control effect; nearly all actives have a fitted effect of over 65% in size
Target sequence (O89049 whole entry, looked up): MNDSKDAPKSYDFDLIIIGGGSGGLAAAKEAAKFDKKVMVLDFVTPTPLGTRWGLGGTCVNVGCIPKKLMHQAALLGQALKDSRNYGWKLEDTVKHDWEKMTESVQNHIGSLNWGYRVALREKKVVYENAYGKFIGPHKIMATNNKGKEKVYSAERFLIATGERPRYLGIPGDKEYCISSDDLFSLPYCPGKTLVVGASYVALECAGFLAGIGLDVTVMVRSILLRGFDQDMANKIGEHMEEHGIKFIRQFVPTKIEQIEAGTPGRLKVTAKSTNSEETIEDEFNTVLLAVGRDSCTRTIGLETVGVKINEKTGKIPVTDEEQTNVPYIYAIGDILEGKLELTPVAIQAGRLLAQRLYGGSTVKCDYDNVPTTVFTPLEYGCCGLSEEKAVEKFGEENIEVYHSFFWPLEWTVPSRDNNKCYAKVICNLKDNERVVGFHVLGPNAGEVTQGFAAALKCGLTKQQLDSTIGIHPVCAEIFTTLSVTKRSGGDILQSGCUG
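Rat TrxR1 (90 nM in the dispensed reagent) was pre-reduced with 400 uM NADPH for 5 min at room temperature, then incubated with compound for 15 min. After 400 uM selenite was added, NADPH fluorescence (Ex 340/Em 450 nm) was followed for 8 min.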
Vif-A3G inh: inhibitors of Vif-APOBEC3G interaction. Q9HC16. HeLa A3G-eYFP + Vif (tagged APOBEC3G with the HIV-1 protein that degrades it), YFP fluorescence, overnight. Potency, µM (titrated, usually from 46.1 µM), for inactives: top-dose activity, negative = active, most hits filed as inhibitors. 0.076% of 410,000 active. AID 602310;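 further: on the % scale 0 is the no-effect control and ±100 the full control effect; nearly all actives have a fitted effect of over 60% in size; hits raise eYFP signal because A3G escapes Vif-driven loss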
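HeLa cells stably expressing Vif and C-terminally eYFP-tagged A3G, seeded overnight at 37 deg C, then exposed to compound by pintool overnight at 37 deg C. Rise in yellow fluorescence (Ex 488/Em 500-530, Acumen) marks blocked Vif-driven A3G degradation.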
mIDH1 inhibitor: blocks human mutant IDH1 R132H enzyme; O75874; IDH1-R132H enzyme, NADPH consumption, diaphorase/resazurin fluorescence; Potency, µM (doses to about 76.6 µM), for the others: at the highest dose activity change, negative = inhibition, actives largely listed as inhibitors; AID 602179; 0.093% of 390,000 active; further: on the % scale 0 is the no-effect control and ±100 the full control effect; nearly all actives have a fitted effect of over 65% in size
Target sequence (O75874 whole entry R132H, stated change not applied): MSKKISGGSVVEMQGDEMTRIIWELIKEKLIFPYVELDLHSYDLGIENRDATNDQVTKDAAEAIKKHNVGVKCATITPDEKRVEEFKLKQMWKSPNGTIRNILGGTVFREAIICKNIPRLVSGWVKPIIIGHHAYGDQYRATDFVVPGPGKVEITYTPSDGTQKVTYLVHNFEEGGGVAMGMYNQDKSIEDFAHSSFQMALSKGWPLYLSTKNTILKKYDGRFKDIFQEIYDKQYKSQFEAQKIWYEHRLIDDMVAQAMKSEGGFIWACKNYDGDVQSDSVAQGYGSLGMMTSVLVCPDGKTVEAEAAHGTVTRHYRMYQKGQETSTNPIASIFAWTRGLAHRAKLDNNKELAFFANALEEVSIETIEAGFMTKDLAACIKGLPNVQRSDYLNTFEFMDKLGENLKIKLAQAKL
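IDH1-R132H (0.5 ug/mL dispensed) in pH 7.5 Tris buffer was preincubated 30 min with compound, then given a substrate mix of 0.016 mM NADPH and 2 mM alpha-KG for 80 min at room temperature; remaining NADPH was read by diaphorase/resazurin fluorescence.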
RXFP1 agonist: agonists of human relaxin receptor RXFP1 | HEK293T-RXFP1 cAMP TR-FRET, 30 min; response scale: percent of porcine relaxin response, buffer zero | Potency, µM (doses to about 57.5 µM), for inactives: top-dose activation, usual class: activators | 0.3% of 370,000 active | AID 2676; further: on the % scale 0 is the no-effect control and ±100 the full control effect; nearly all actives have a fitted effect of over 60% in size; many of its hits are not listed in these tables
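Agonist response is measured as cAMP accumulation in an RXFP1-transfected HEK293T line under PDE4 inhibition. Values are scaled between buffer-only and 29 nM porcine relaxin, and EC50s come from standard Hill equation fits.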
Vif-APOBEC3F blk: Vif-A3F binding inhibition | 0.2% of 390,000 active | HeLa A3F-eYFP + Vif (tagged APOBEC3F with the HIV-1 protein that degrades it), YFP fluorescence increase | AID 602313 | Potency, µM (doses to about 46.1 µM), inactives show at the top dose activity, negative = active; further: % of control where 0% means no effect; nearly all actives have a fitted effect of over 65% in size
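HeLa cells stably expressing A3F-eYFP plus Vif, plated and incubated overnight at 37 deg C, then exposed to compounds overnight at 37 deg C. Blocked degradation read as raised yellow fluorescence (Ex 488/Em 500-530).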
TrxR1 substrate: rat thioredoxin reductase 1 substrate activity; 0.01% of 390,000 active; AID 588456; purified TrxR1 substrate turnover, NADPH consumption readout; O89049; Potency, µM (series often up to 114 µM), for the others: at the top dose activity change, negative = substrate turnover; further: on the % scale 0 is the no-effect control and ±100 the full control effect; nearly all actives have a fitted effect of over 50% in size
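Rat TrxR1, dispensed at 90 nM, was prereduced with 400 uM NADPH (final) for 5 min at ~22 deg C, then incubated with compound 15 min before 400 uM selenite. A first-read NADPH fluorescence drop versus no-compound background flagged substrates.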
RGS4 inhibitor: inhibitors of human regulator of G protein signaling 4 | P49798 | Transcreener GDP fluorescence polarization, RGS4-accelerated GTP hydrolysis | Potency, µM (doses to about 114 µM), without a hit: at the top dose activity change, negative = inhibition, actives largely listed as inhibitors | 0.039% of 390,000 active; further: on the % scale 0 is the no-effect control and ±100 the full control effect; nearly all actives have a fitted effect of over 75% in size; some results filed as inactive show a strong effect at the top dose
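MLSMR compounds (23 nl, pin-transferred) preincubated 10 min at room temperature with a 500nM (2x) first reagent, then RGS4 at 900nM (2x) plus Transcreener GDP mix added; fluorescence polarization (620/688 nm) read before and after 90 min at 30 °C.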
Numbers without * were called inactive; ? = inconclusive; / = no result given; & = joins results of further samples; ! = not confirmed by another sample; [ ] = another dose, or the depositor's remark. The call rests on the fitted dose curve; in most records, active means well fitted curve in the direction sought with a large enough effect; inconclusive means small, poorly fitted or top-dose-only effect, or another doubt; inactive means no such curve, though single readings can be large; an effect the other way counts as inactive or inconclusive. Potency means the concentration at half of the fitted maximal effect. A portion of the library, so the mix of outcomes need not match the whole.

Results follow in this order: 12-LOX inh	USP1 inh	rTrxR1 inhibitor	Vif-A3G inh	mIDH1 inhibitor	RXFP1 agonist	Vif-APOBEC3F blk	TrxR1 substrate	RGS4 inhibitor
1) Clc1ccc(N2CC2c2ccncc2)cc1 (stereo unspecified)
 : 0%	-22%	-5%	-6%	3%	-0.7%	2%	-2%	-14%[56.9 µM]
2) Cc1ccc(C)c(CN2C(=O)c3ccccc3Sc3ccc(C(=O)N4CCC5(CC4)OCCO5)cc32)c1
 : -24%	-14%	2%[57.1 µM]	4%	-13%	-3.8%	0%	-4%[57.1 µM]	31%
3) O=c1cccc2n1C[C@H]1C[C@@H]2CN2CCCC[C@@H]12
 : -8%	-13%	-3%	-2%	0%	3.3%	3%	3%	-15%
4) O=C(CN1CCOCC1)NCC(=O)Nc1ccc(Br)cc1C(=O)c1ccccc1
 : -28%	2%	15%	-3%	6%	1.9%	-1%	0%	-13%
5) CCOC(=O)c1c(C)c(P(=S)(N2CCOCC2)N2CCOCC2)n(C)c1C
 : 32%	-25%	1%	-1%	1%	0.6%	-12%	-3%	-53%
6) O=S(=O)(c1ccc(Cl)cc1)c1ccc(Cl)cc1
 : 2%	-22%	20%	-6%	-2%	-0.8%	-11%	7%	4%
7) Cn1c(=O)c2nncnc2n(C)c1=O
 : -2%&-8%	-15%	-9%	1%	0%	5.5%	-3%	-8%	2%
8) CCn1c(O)c(/C=N/NC(=O)c2ccncc2)c(=O)[nH]c1=S
 : -12%	-23%	-18%	0%	2%	0.6%	2%	-13%	-17%
9) COC(=O)C1=C(c2ccc(Cl)c(C(F)(F)F)c2)C[C@@H]2CC[C@H]1N2C(=O)N1CCCC1
 : -1%	-28%	19%[57.1 µM]	1%	-5%	1.6%	-5%	5%[57.1 µM]	-7%
10) COc1ccccc1N1CCN(Cc2cccc(Br)c2)CC1
 : 15%	-7%	16%	3%	6%	0.3%	-1%	2%	-9%
11) CCOP(=S)(OCC)SCCSCC
 : -2%	-18%	18%	1%	12%	-0.1%	3%	8%	-22%
12) CCN(CC)c1ccc([N+](=O)[O-])c2cccnc12
 : -12%	?	-1%[57.1 µM]	7%	4%	-0.7%	8%	-4%[57.1 µM]	-7%
13) ClC1=CCC2CN(CCN3CCCCC3)CC2C1 (stereo unspecified)
 : -16%	-21%	4%	0%	14%	0.4%	1%	5%	-24%
14) Oc1cc2c(cc1CN1CCN(c3ccc(F)cc3)CC1)OCO2
 : ?	-10%	?	-8%	8%	1.6%	5%	-1%	-21%
15) CCOc1ccc(-n2c(O)c(C=NCCCn3ccnc3)c(=O)[nH]c2=O)cc1
 : 13%	-8%	-25%	3%	0%	0.0%	/	-9%	11%
16) Nc1ccc(S(=O)(=O)N2CCCCC2c2cccnc2)cc1 (stereo unspecified)
 : 5%	-24%	9%	2%	8%	-0.8%	-5%	2%	-4%
17) CCCNC(=O)N1[C@H]2CC[C@@H]1C(C(=O)OC)=C(c1ccccc1)C2
 : -18%	-23%	7%	-1%	-16%	/	-5%	1%	9%
18) NC(=O)c1cn(C2OC(CO)C(O)C2O)c2ncnc(N)c12 (stereo unspecified)
 : 18µM*!	-17%&-18%	0%&-1%	-5%&-14%	0%&-8%	0.1%	-11%&-2%	2%&1%	13%&-12%
19) COc1cccc(-n2c(/C=C\c3ccc(Cl)cc3)nc3ccccc3c2=O)c1
 : -11%	3%	28%	-1%	-10%	-0.3%	-11%	3%	11%
20) COC(=O)C1=C(c2ccc(OC(F)(F)F)cc2)C[C@@H]2CC[C@H]1N2C(=O)N1CCCCC1
 : 20%	-29%	9%	-4%	14%	0.2%	-4%	-3%	6%
21) C(=N\NC1=NCCCCC1)/c1c[nH]c2ccccc12
 : -2%	-3%	4%	0%	0%	3.2%	-5%	-3%	-6%
22) COc1ccccc1CCNC(=O)CCC(=O)N1CC2C[C@@H](C1)Cn1c2cccc1=O
 : -11%	10%	3%	0%	19%	-1.1%	5%	-4%	6%
23) COC(=O)c1ccc(NC(=O)c2cccn(Cc3ccccc3C)c2=O)cc1
 : -18%	-3%	18%[57.1 µM]	4%	-4%	20%	6%	7%[57.1 µM]	3%
24) Cc1c(Cl)cccc1N1C(=O)NC(=O)/C(=C\c2cc(C)n(-c3cccc(C(=O)O)c3C)c2C)C1=O
 : ?	5%	-21%	5%	0%	-1.0%	-1%	-17%	-12%
25) COC(=O)C1=C(c2ccc(S(C)(=O)=O)cc2)C[C@@H]2CC[C@H]1N2C(=O)NCCNC(C)=O
 : -3%	-25%	5%	1%	19%	/	1%	0%	11%
26) COc1ccc(C(CN(C)C)C2(O)CCCCC2)cc1 (stereo unspecified)
 : ?	14%	11%[57.1 µM]	-2%	4%	/	-3%	5%[57.1 µM]	21%[56.9 µM]
27) Oc1ccc(Cl)c(Cl)c1Cl
 : -22%	-19%	9%	-2%	-3%	6.8%	3%	6%	-14%
28) COc1ccc(Cl)cc1NC(=O)c1sc2nc3c(cc2c1N)N1CCC3CC1
 : ?	-11%	10%[57.1 µM]	-5%	-4%	-28%	5%	11%[57.1 µM]	-13%
29) C=CCn1c(O)c(C(CC)=Nc2ccc(C(=O)O)cc2)c(=O)[nH]c1=O
 : ?	-14%	9%	-2%	2%	3.8%	-8%	6%	-7%
30) CCc1ccc(CNCCc2ccc(F)cc2)cc1
 : -23%	-13%	-12%	0%	3%	-0.4%	-3%	-3%	0%
31) O=c1[nH]c(=S)[nH]c(O)c1N=Nc1ccc(SC(F)F)cc1
 : ?	-16%	12%	0%	0%	12%	-13%	-9%	-31%
32) CCOc1ccc(-n2c(O)c(C=NCCN3CCNCC3)c(=O)[nH]c2=O)cc1
 : /	-11%	?	0%	5%	0.5%	-2%	-6%	-21%
33) O=C(COC(=O)c1ccc(O)cc1)Nc1ccc(Cl)cc1C(=O)c1ccccc1
 : -7%	-20%	21%[57.1 µM]	-6%	58µM*	-1.0%	-4%	5%[57.1 µM]	10%
34) O=C(NC(=S)N1C[C@H]2C[C@H](C1)c1cccc(=O)n1C2)c1ccc(F)cc1
 : 1%	12%	-13%	2%	-7%	1.2%	-1%	0%	5%
35) O=C(CCN1CCCCC1)Nc1ccc(Br)cc1C(=O)c1ccccc1
 : 0%	-15%	-15%	0%	-7%	2.5%	8%	-11%	4%[56.9 µM]
36) Cc1ccc(N2C(=O)NC(=O)/C(=C\C=C\c3ccco3)C2=O)cc1C
 : 40µM*	-2%	50µM*	?	-5%	7.8%	22µM*	-2%	?
37) O=C1NC(=O)C(=Cc2ccc(OCCOc3ccc([N+](=O)[O-])cc3)cc2)C(=O)N1
 : ?	-11%	35µM*	-5%	-1%	-0.5%	-23%	-5%	?
38) COC(=O)C1=C(c2cccc(C#N)c2)C[C@@H]2CC[C@H]1N2C(=O)NCc1cccc2ccccc12
 : -18%	-32%	19%	0%	30%	-2.5%	1%	6%	5%
39) COc1cc([C@@H]2c3cc4c(cc3C[C@H]3COC(=O)[C@@H]32)OCO4)cc(OC)c1O
 : -4%	/	5%	-12%	/	/	/	3%	-10%
40) CCn1cc(C(=O)NCc2ccccc2)c2ccccc21
 : -2%	-25%	20%	0%	23%	-2.7%	-12%	3%	24%
41) CC1(C)CN=C(NCc2ccccc2)S1
 : -4%	-18%	26%	1%	6%	/	2%	10%	2%

Single records, from the list above. Values in the order: 12-LOX inh	USP1 inh	rTrxR1 inhibitor	Vif-A3G inh	mIDH1 inhibitor	RXFP1 agonist	Vif-APOBEC3F blk	TrxR1 substrate	RGS4 inhibitor
O=C(NC(=S)N1C[C@H]2C[C@H](C1)c1cccc(=O)n1C2)c1ccc(F)cc1 is listed as 1%	12%	-13%	2%	-7%	1.2%	-1%	0%	5%
O=C(CCN1CCCCC1)Nc1ccc(Br)cc1C(=O)c1ccccc1 is listed as 0%	-15%	-15%	0%	-7%	2.5%	8%	-11%	4%[56.9 µM]
CCOc1ccc(-n2c(O)c(C=NCCN3CCNCC3)c(=O)[nH]c2=O)cc1 is listed as /	-11%	?	0%	5%	0.5%	-2%	-6%	-21%
CC1(C)CN=C(NCc2ccccc2)S1 is listed as -4%	-18%	26%	1%	6%	/	2%	10%	2%
COC(=O)C1=C(c2cccc(C#N)c2)C[C@@H]2CC[C@H]1N2C(=O)NCc1cccc2ccccc12 is listed as -18%	-32%	19%	0%	30%	-2.5%	1%	6%	5%
